Screening data (PubChem BioAssay)
CIT2 TOR yeast: modulators of TOR pathway CIT2-GFP in S. cerevisiae; S. cerevisiae CIT2-GFP strain, flow cytometry, 3 h; 100 means same as DMSO wells; GFP response vs DMSO, % at 10 µM; hit rate 0.065% among 320,000;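 active = GFP response relative to DMSO above a set limit, near the screen mean plus 3 SD, cut at about 150% in these data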;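 note: ratio of well median GFP fluorescence to mean of DMSO wells on the plate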
GRK2 aptamer HTS: human GRK2 inhibition via aptamer displacement. P25098. bead flow cytometry, FAM-aptamer displacement from GRK2. inhibition of aptamer binding, % at 10 µM. hit rate 0.59% among 330,000;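 active = inhibition of aptamer binding above 40%, roughly 3 SD of noise, on plates passing a quality check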;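 note: median bead fluorescence of bound FAM aptamer so fluorescent compounds give negative values; no value below 0 was filed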
Bcl-xL primary: blocks human Bcl-xL binding to Bim BH3 peptide. GST-Bcl-xL / FITC-Bim BH3 peptide fluorescence polarization. inhibition, % at 10.9 µM. hit rate 0.7% among 320,000. AID 2129;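 active = inhibition above the mean of all tested compounds plus 3 SD, cutoff set per campaign, cut at about 30% in these data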;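 note: 0% = DMSO wells and 100% = unlabeled Bim-BH3 peptide competitor; inhibitors lower millipolarization by displacing the labeled peptide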
Target sequence (Q07817 whole entry, looked up): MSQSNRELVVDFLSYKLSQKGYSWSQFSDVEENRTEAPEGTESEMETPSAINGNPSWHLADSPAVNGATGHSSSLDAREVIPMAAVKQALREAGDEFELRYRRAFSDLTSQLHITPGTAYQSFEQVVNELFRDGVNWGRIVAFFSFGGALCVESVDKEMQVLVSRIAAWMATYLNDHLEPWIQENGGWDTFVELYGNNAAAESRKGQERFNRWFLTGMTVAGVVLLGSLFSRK
MCL1 BIM primary: inhibitors of human MCL1 binding to BIM-BH3 peptide. hit rate 0.68% among 320,000. GST-MCL1 / FITC-Bim-BH3 fluorescence polarization. inhibition, % at 10.9 µM;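 active = inhibition above the mean inhibition of all tested compounds plus 3 SD, set per campaign, cut at about 40% in these data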;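 note: 0% = DMSO wells and 100% = unlabeled Bim-BH3 peptide control; higher means more loss of mP so more displacement of Bim peptide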
Target sequence (Q07820 whole entry, looked up): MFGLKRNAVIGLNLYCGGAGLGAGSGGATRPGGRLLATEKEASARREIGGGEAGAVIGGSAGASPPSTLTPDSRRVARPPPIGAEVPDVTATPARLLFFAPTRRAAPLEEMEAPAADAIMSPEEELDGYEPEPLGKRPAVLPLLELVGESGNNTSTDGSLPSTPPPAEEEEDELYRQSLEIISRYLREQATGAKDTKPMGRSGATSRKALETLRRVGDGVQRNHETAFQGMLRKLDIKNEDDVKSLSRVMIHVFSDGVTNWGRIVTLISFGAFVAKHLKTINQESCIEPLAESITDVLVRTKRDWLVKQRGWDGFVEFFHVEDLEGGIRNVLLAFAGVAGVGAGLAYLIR
AGP1 TOR yeast: yeast TOR pathway AGP1-GFP modulation; GFP response vs DMSO, % at 10 µM; AID 2066; S. cerevisiae AGP1-GFP multiplex flow cytometry, 3 h; GFP as percent of DMSO wells; hit rate 0.02% among 320,000;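 active = GFP response relative to DMSO above a set limit, near screen average plus 3 SD, cut at about 150% in these data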;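 note: median GFP channel fluorescence of the gated AGP1 strain per well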
VLA-4 inh: inhibition in a human VLA-4 binding assay. P13612. VLA-4 expressing cells, ligand binding flow cytometry. inhibition, % (about 7 µM as worked out from the volumes in the protocol). hit rate 0.2% among 330,000. AID 2557; in the data active = inhibition above about 50%
GLD-1 RNA inh: GLD-1-TGE RNA interaction inhibition (C. elegans). Q17339. inhibition, % at 5.96 µM. hit rate 0.44% among 320,000. purified GLD-1 + fluorescein TGE RNA, fluorescence polarization. AID 2280;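 active = percent inhibition above a per-plate cutoff, the plate mean of test compounds plus 3 SD, cut at about 30% in these data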;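 note: 0% = DMSO wells with GLD-1 and probe and 100% = wells lacking GLD-1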
MEX-5 binding: C. elegans MEX-5 TCR-2 RNA binding activity | MEX-5/FITC-TCR2 RNA binding, fluorescence polarization; active compounds read low | activity score (negative = inhibition of binding), % at 10 µM | hit rate 0.38% among 300,000 | AID 1832;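 active = inhibition past about -25% in most replicates, and total fluorescence under double the plate's negative control median, limit read from the data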;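 note: 0% = DMSO and -100% = 5 µM competing unlabeled TCR2 RNA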
Target sequence (Q9XUB2 whole entry, looked up): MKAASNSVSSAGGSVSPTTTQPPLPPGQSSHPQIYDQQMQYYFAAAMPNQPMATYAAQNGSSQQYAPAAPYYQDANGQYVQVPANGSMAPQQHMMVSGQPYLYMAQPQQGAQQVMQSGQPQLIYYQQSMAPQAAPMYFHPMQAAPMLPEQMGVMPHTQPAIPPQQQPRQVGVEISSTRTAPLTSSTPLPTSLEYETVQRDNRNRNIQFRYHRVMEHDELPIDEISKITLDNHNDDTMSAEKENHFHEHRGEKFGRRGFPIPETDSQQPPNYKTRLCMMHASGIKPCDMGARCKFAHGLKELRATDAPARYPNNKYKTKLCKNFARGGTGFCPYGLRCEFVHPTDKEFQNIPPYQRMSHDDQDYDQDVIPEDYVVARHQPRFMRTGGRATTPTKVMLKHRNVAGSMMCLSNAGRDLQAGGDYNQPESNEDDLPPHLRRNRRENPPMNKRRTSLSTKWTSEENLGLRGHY
Yeast superoxide: yeast age-related superoxide inhibition as caloric restriction mimetic; S. cerevisiae aged cells, superoxide DHE fluorescence; active compounds read low; superoxide response (% of plate mean), % at 10 µM; hit rate 0.18% among 330,000; AID 2690;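 active = superoxide response under a set limit, about three screen SD below normal, cut at about 65% in these data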;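 note: yeast aged for seven days with compound at 30 °C before DHE staining; 100% = average MFI of all compound-treated wells on the plate with controls excluded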
* marks the source's active call; other numbers are inactive results; . = not tested or not shown.

| Structure | CIT2 TOR yeast | GRK2 aptamer HTS | Bcl-xL primary | MCL1 BIM primary | AGP1 TOR yeast | VLA-4 inh | GLD-1 RNA inh | MEX-5 binding | Yeast superoxide |
| --- | --- | --- | --- | --- | --- | --- | --- | --- | --- |
| O=[N+]([O-])c1cccc(NC(=S)Nc2nc(-c3ccc(Cl)cc3Cl)cs2)c1 | 105 | 0 | 4 | 8 | 98 | -3 | 3 | 1.1 | 91 |
| Cc1cc(C)cc(NC(=O)CSc2nncn2-c2ccccn2)c1 | 96 | 0 | 3 | -1 | 93 | 9 | 1 | 2.7 | 109 |
| COc1ccc(-c2nnc(NC(=O)c3c(OC)cccc3OC)s2)cc1 | 104 | 0 | 4 | 4 | 106 | 2 | 0 | 0.2 | 88 |
| Cn1c(CN2CCCC2)nc2cc(NC(=O)COc3ccc([N+](=O)[O-])cc3)ccc21 | 100 | 0 | -5 | -5 | 99 | 5 | 8 | -2.6 | 105 |
| COc1ccc(CNC(=O)C2CCCN(S(=O)(=O)c3ccc(Br)s3)C2)cc1 (centres undefined) | 100 | 0 | 2 | -4 | 98 | 9 | 4 | 0.5 | 96 |
| Cc1ccc(OCCOC(=O)CCc2nc3ccccc3c(=O)[nH]2)cc1 | 104 | 0 | -2 | -10 | 108 | 6 | 3 | -2.8 | 107 |
| CCN(C(=O)CSc1nc2ccccc2o1)c1c(N)n(Cc2ccccc2)c(=O)[nH]c1=O | 98 | 0 | 5 | 4 | 99 | 4 | 5 | -3.2 | 96 |
| Cc1ccc(C(=O)NCC(=O)OCc2cccc(Br)c2)cc1 | 81 | 4 | -5 | -2 | 101 | 4 | 1 | 0.2 | 92 |
| Cc1c(NC(=O)/C(C#N)=C/c2ccc(-c3cc(Cl)ccc3Cl)o2)c(=O)n(-c2ccccc2)n1C | 109 | 0 | 9 | -1 | 100 | -1 | 8 | 3.1 | 87 |
| COc1ccc(C(=O)N2CCNC(=O)C2)cc1S(=O)(=O)Nc1ccc(Br)cc1 | 100 | 0 | 2 | 10 | 102 | 0 | -3 | . | 72 |
| CCN(C(=O)CSc1nnc(NC2CCCCC2)s1)C1CCS(=O)(=O)C1 (centres undefined) | 93 | 1 | -7 | 1 | 99 | 5 | -8 | 0.9 | 92 |
| Cc1ccc(C(=O)ON=C2CCN(c3ccc([N+](=O)[O-])cc3)CC2)cc1 | 85 | 0 | 0 | -4 | 83 | 32 | 4 | 2.7 | 110 |
| O=C(CSc1ccc(-c2cccs2)nn1)Nc1ccccc1F | 95 | 0 | 5 | 5 | 95 | 10 | 5 | -0.7 | 79 |
| Cc1ccc(-c2noc(CN(C(=O)CCN3C(=O)c4ccccc4C3=O)C(C)C)n2)cc1 | 97 | 0 | -1 | 4 | 94 | 12 | 1 | -0.8 | 108 |
| O=C(C[n+]1ccccc1)N1c2ccccc2Sc2ccccc21 | 97 | 0 | 0 | -7 | 96 | 1 | 3 | -0.9 | 104 |
| CCc1ccc(C(C)NC(=O)c2ncn[nH]2)cc1 (centres undefined) | 97 | 0 | 1 | 1 | 96 | 15 | 1 | 4.1 | 98 |
| CCN(CC)C(=O)Cn1cnc([N+](=O)[O-])n1 | 103 | 2 | 1 | 2 | 102 | 32 | 2 | -0.5 | 95 |
| O=C1NCCCC1C(=O)N/N=C/c1cccc(Cl)c1 (centres undefined) | 98 | 2 | 6 | 3 | 97 | 2 | -5 | -0.2 | 103 |
| Cc1nc(SCC(=O)N2CCN(C(=O)c3ccco3)CC2)c2c(C)c(C)sc2n1 | 98 | 1 | 0 | -2 | 104 | -8 | -1 | -1.3 | 97 |
| O=C(CN1C(=O)/C(=C\c2ccc(F)cc2)Oc2ccccc21)N1CCN(c2ccccn2)CC1 | 93 | 2 | 1 | 2 | 92 | 5 | 1 | 0.7 | 93 |
| COc1cc(NC(=O)Cn2cnc(S(=O)(=O)N3CCc4ccccc43)c2)cc(OC)c1OC | 114 | 4 | 6 | -3 | 108 | 24 | 4 | 0.3 | 102 |
| Cc1ccc(NC(=S)Nc2cc(-c3ccccc3)[nH]n2)cc1Cl | 97 | 1 | 1 | -1 | 97 | 1 | 10 | . | 85 |
| CCCCCC(=O)Nc1cccc(C2=NOC3(C2)C[C@H](C(N)=O)N(C(=O)c2ccccc2C(=O)c2ccccc2)C3)c1 (some centres undefined) | 94 | 2 | 4 | -1 | 98 | 33 | 4 | -0.6 | 104 |
| O=C(CC1C(=O)NCCN1Cc1cccc(Oc2ccccc2)c1)NCC1CCOCC1 (centres undefined) | 112 | 0 | 13 | 26 | 103 | 4 | 5 | -0.4 | 88 |
| CC1=C/C(=N\NC(=S)NCCc2ccccc2)CC(C)(C)C1 | 90 | 0 | 6 | 8 | 91 | 0 | 0 | 4.8 | 97 |

The final 2 records of the section above open the next one.
| Structure | CIT2 TOR yeast | GRK2 aptamer HTS | Bcl-xL primary | MCL1 BIM primary | AGP1 TOR yeast | VLA-4 inh | GLD-1 RNA inh | MEX-5 binding | Yeast superoxide |
| --- | --- | --- | --- | --- | --- | --- | --- | --- | --- |
| O=C(CC1C(=O)NCCN1Cc1cccc(Oc2ccccc2)c1)NCC1CCOCC1 (centres undefined) | 112 | 0 | 13 | 26 | 103 | 4 | 5 | -0.4 | 88 |
| CC1=C/C(=N\NC(=S)NCCc2ccccc2)CC(C)(C)C1 | 90 | 0 | 6 | 8 | 91 | 0 | 0 | 4.8 | 97 |
| CCCC(=O)NC(c1ccc(OC)c(OC)c1)c1cc(Cl)c2cccnc2c1O (centres undefined) | 93 | 0 | 18 | 31 | 96 | 3 | 0 | -2.9 | 93 |
| CC(=O)N1CCc2c(sc(NC(=O)c3ccc4c(c3)OCCO4)c2C#N)C1 | 95 | 4 | 4 | 6 | 90 | -9 | -3 | 2.6 | 99 |
| CCOC(=O)C1=C(c2ccccc2)NC(=O)NC1c1cc(OCC)c(O)c([N+](=O)[O-])c1 (centres undefined) | 111 | 0 | . | . | 100 | 3 | . | -0.2 | 108 |
| S=c1[nH]ccn1CCc1ccccc1 | 95 | 0 | -21 | -14 | 103 | 6 | 2 | -0.5 | 99 |
| Cc1cc(C(=O)CSc2ncnc3ccccc23)c(C)n1C1CC1 | 99 | 1 | 2 | 3 | 90 | -9 | 2 | . | 102 |
| Cn1cc([N+](=O)[O-])c(C(=O)n2cccn2)n1 | 90 | 0 | 3 | -3 | 96 | 26 | 2 | -2.9 | 97 |
| COc1ccc(Nc2nc(N)nc(CN3CCN(c4ccc(F)cc4)CC3)n2)cc1 | 101 | 1 | 5 | 9 | 105 | 1 | 10 | 2.2 | 93 |
| O=C(O)c1cccc(CSc2n[nH]c(-c3ccc(Cl)cc3Cl)n2)c1 | 85 | 2 | -13 | -14 | 85 | 20 | 1 | 1.5 | 142 |
| CCOc1ccc(NC(=O)COC(=O)c2n[nH]c3ccccc23)cc1 | 100 | 0 | . | . | 103 | 2 | -1 | . | 101 |
| NC(=O)C[C@H](NC(=O)c1ccc(Cl)cc1)C(=O)OCc1ccccc1 | 107 | 1 | . | . | 99 | 4 | 0 | . | 80 |
| Cc1ccc2c(c1)N(CC(=O)N1CCN(C3CCCCC3)CC1)C(=O)CO2 | 105 | 0 | 3 | 3 | 98 | 4 | 5 | 0.0 | 115 |
| COc1cc(CN2CCN(Cc3ccco3)CC2)cc(OC)c1 | 88 | 0 | 0 | 3 | 98 | -23 | -8 | -0.4 | 117 |
| COC(=O)c1cccc(N(CC(=O)NC2CCCCC2)C(=O)CNC(=O)c2cccs2)c1 | 94 | 0 | 5 | 8 | 94 | 2 | -2 | 1.2 | 102 |
| COCCn1c(SCC(=O)N2CCC(C)CC2)nc2ccccc2c1=O | 95 | 0 | -4 | -12 | 95 | 5 | 3 | 0.7 | 101 |
| NC(=O)CC(NC(=O)c1ccccc1)c1ccc(N2CCCCCCC2)c([N+](=O)[O-])c1 (centres undefined) | 71 | 0 | 6 | 12 | 77 | 6 | -1 | -0.5 | 107 |
| COc1ccc(/C(O)=C2\C(=O)C(=O)N(c3cc(C)on3)C2c2ccccc2OC)cc1 (centres undefined) | 87 | 1 | 1 | 0 | 91 | -8 | -5 | -0.1 | 90 |
| CC1(C)CC2CC(C)(CN2C(=O)COC(=O)c2ccccc2C(F)(F)F)C1 (centres undefined) | 86 | 0 | 9 | 7 | 93 | 7 | 2 | . | 82 |
| CC(=O)NC(Cc1ccccc1F)C(=O)NC1CCN(C(=O)Nc2ccc(C)cc2)CC1 (centres undefined) | 98 | 0 | 1 | 2 | 101 | 2 | 7 | 1.4 | 109 |
| O=C(Nc1ccnn1C1CCN(C(=O)c2cccc(Cl)c2)CC1)C1CCOC1 (centres undefined) | 102 | 0 | 7 | 2 | 104 | 4 | -2 | 3.9 | 95 |
| CCCCCN1N=C(C)CC1=O | 93 | 3 | 5 | 3 | 103 | 19 | 2 | -1.6 | 98 |
| O=[N+]([O-])c1cccnc1Oc1ccc(F)cc1F | 94 | 1 | 5 | 9 | 101 | 22 | 1 | -1.0 | 97 |
| O=C(c1c[nH]c2ccccc12)C(F)(F)F | 96 | 3 | 2 | -4 | 99 | 2 | 4 | 4.4 | 95 |
| CN(Cc1ccccc1)C(=O)c1cccc(C(=O)N(C)Cc2ccccc2)c1 | 100 | 49* | -1 | 0 | 105 | 30 | 2 | 1.9 | 108 |
| Cc1sc2nc(CSCC(=O)Nc3ccc(OC(F)F)cc3)[nH]c(=O)c2c1C | 105 | 0 | 6 | -3 | 107 | -3 | -1 | -2.5 | 110 |
| O=C(CN1CCN(Cc2ccccc2Cl)C1=O)NCc1ccccn1 | 92 | 1 | 6 | 0 | 72 | 4 | 3 | -4.4 | 96 |

Other compounds:
| Structure | CIT2 TOR yeast | GRK2 aptamer HTS | Bcl-xL primary | MCL1 BIM primary | AGP1 TOR yeast | VLA-4 inh | GLD-1 RNA inh | MEX-5 binding | Yeast superoxide |
| --- | --- | --- | --- | --- | --- | --- | --- | --- | --- |
| COc1ccc(OC)c(NC(=O)CN2C(=O)NC3(CCOc4ccccc43)C2=O)c1 (centres undefined) | 102 | 1 | 6 | 3 | 109 | 10 | 4 | 1.0 | 113 |
| Cc1cc(C)nc(SCc2nnc(SCC(=O)Nc3nc(-c4ccccc4)cs3)n2-c2ccccc2)n1 | 110 | 0 | -5 | 1 | 105 | -18 | 1 | 0.4 | 101 |
| Cc1ccccc1C(=O)N/N=C/c1ccc(Sc2ccccn2)o1 | 91 | 3 | 1 | 2 | 91 | 16 | -7 | 1.8 | 91 |
| CCn1c(=NC(=O)C2COc3ccccc3O2)sc2c(C)ccc(OC)c21 (centres undefined) | 89 | 1 | 4 | 0 | 92 | 1 | 8 | -1.0 | 91 |
| CC(=O)NC(CCS(C)(=O)=O)C(=O)Nc1ccc2c(c1)OCO2 (centres undefined) | 99 | 1 | 1 | -1 | 101 | 10 | 5 | -2.7 | 113 |
| CCC(C)(C)NC(=O)C(c1cccc(OC)c1)N(C(=O)c1ccn[nH]1)c1cccc(OC)c1 (centres undefined) | 91 | 0 | 4 | 3 | 105 | 13 | 8 | -0.4 | 104 |
| CN1C(=O)Cc2cc(S(=O)(=O)NCCc3ccccc3)ccc21 | 98 | 0 | 6 | 10 | 101 | 6 | 2 | -0.3 | 86 |
| CC(C)n1c2ccccc2c2cc([N+](=O)[O-])ccc21 | 93 | 5 | 4 | 6 | 98 | -9 | 1 | 0.6 | 96 |
| CCCCN(CCCC)CCCNC(=O)CC1Oc2ccc(C)cc2NC1=O (centres undefined) | 107 | 0 | -1 | 2 | 108 | 3 | -1 | 0.5 | 91 |
| COc1ccc(-c2ccc(CO)o2)cc1N | 99 | 2 | 3 | 6 | 95 | 0 | -4 | 2.4 | 97 |

Compounds were not picked by outcome. About 2.1% of those tested had a hit in this group.
